# Source: PubChem BioAssay (The Scripps Research Institute Molecular Screening Center)
# M5 PAM: CHRM5 positive allosteric modulation; CHO-K1 hM5, Fluo-8 calcium, ACh EC20 PAM; 0% = ACh EC20, 100% = ACh EC100; P08912; AID 624038; activation, % at 3 µM; hit rate 0.3% among 360,000;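 active = activation above the run cutoff, the mean activation of all test compounds plus 3 SD, cut at about 18% in these data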
# Target sequence (P08912 whole entry, looked up): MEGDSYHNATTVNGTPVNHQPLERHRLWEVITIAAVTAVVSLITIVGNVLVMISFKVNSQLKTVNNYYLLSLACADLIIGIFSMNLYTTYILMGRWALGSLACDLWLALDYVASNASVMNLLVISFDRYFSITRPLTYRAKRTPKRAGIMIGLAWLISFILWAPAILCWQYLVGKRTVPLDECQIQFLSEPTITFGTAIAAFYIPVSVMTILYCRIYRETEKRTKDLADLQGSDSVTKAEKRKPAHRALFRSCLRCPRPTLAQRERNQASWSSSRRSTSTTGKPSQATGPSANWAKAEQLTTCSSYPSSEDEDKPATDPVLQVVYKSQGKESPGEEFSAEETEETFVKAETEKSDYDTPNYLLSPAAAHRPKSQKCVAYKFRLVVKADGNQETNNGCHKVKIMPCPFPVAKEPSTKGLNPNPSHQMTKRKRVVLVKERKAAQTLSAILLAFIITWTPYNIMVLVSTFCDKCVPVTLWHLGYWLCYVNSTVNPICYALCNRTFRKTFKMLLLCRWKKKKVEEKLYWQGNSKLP
#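 Test system: CHO-K1 hM5 cells / Doses: single-point, 3 µM nominal / Times: Post-acetylcholine fluorescence recording 140 s / Technique: Fluo-8 calcium fluorescence / Measure: Max/basal fluorescence ratio as % of EC20–EC100 ACh window / Benchmarks: low control EC20 acetylcholine (0%), high control EC100 acetylcholine (100%) / Replicates: one well per compound, no replicates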
# CHRM4 antagonist: CHRM4 antagonism in calcium assay; CHO-hM4 cells, ACh EC80, Fluo-8 calcium fluorescence; inhibition, % at 3 µM; hit rate 0.73% among 360,000; AID 624125;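 active = inhibition above its plate's cutoff, the mean inhibition of sample wells plus 3 SD, cut at about 27% in these data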;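 also: 0% = acetylcholine EC80 with DMSO and 100% = DMSO without agonist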
# M5 antag: blocks acetylcholine activation of human M5 receptor; P08912; CHO-hM5 cells, Fluo-8 calcium fluorescence, ACh EC80; inhibition, % at 3 µM; hit rate 0.59% among 360,000;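 active = inhibition above a per-plate cutoff, the mean of that plate's test compounds plus 3 SD, cut at about 27% in these data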;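 also: 0% = acetylcholine EC80 with DMSO and 100% = DMSO without agonist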
# CHRM1 agonist: human M1 muscarinic receptor agonism | P11229 | CHO-K1 hM1, Fluo-8 calcium fluorescence, agonist mode; 0% DMSO, 100% acetylcholine EC100 | activation, % at 3 µM | hit rate 0.33% among 360,000;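 active = activation above the run's mean compound activation plus 3 SD, cut at about 16% in these data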;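 also: peak over basal fluorescence ratio within a 140 s kinetic read after compound addition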
# CHRM4 agonist: agonists of human muscarinic M4 receptor (CHRM4); P08173; CHO-K1 hM4/Gqi5, Fluo-8 calcium fluorescence; vehicle 0%, full acetylcholine response 100%; activation, % at 3 µM; hit rate 0.14% among 360,000;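 active = activation above the run mean over all test wells plus 3 SD, cut at about 32% in these data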;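 also: peak over basal fluorescence ratio per well then scaled between controls; 0% = DMSO wells and 100% = acetylcholine at EC100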
# M1 PAM: potentiates human M1 receptor response to acetylcholine | CHO-K1 hM1, Fluo-8 calcium fluorescence, ACh EC20; 0% = ACh EC20, 100% = maximal ACh | activation, % at 3 µM | hit rate 0.088% among 360,000; in the data active = activation above about 19%, passing the limit was not always enough
# TAAR1 agonist: human TAAR1 agonism; Q96RJ0; CHO RD-HGA16 TAAR1, Fluo-8 calcium fluorescence; vehicle wells 0%, saturating PEA agonist 100%; activation, % at 3 µM; hit rate 0.99% among 360,000;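 active = activation above the mean activation of all test compounds in the run plus 3 SD, cut at about 38% in these data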
# Target sequence (Q96RJ0 whole entry, looked up): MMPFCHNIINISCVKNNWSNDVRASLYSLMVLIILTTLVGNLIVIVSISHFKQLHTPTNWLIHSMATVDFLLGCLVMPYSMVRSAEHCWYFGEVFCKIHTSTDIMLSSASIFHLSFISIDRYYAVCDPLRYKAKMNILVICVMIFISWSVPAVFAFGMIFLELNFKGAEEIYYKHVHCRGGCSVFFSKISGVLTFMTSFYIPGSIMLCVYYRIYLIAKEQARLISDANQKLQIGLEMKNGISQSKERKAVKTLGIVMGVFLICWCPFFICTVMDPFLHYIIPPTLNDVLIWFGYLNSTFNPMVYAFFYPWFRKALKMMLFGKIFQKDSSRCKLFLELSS
#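 System: CHO-derived RD-HGA16 cells with stable Gα16 and human TAAR1. Times: 17-24 h plating, Fluo-8 75 min 37 °C, 30 min RT. Measured by: calcium-sensitive Fluo-8 signal, excitation 470-495, emission 515-575 nm. Read-out basis: % activation relative to PEA EC100 response. Control set: DMSO and PEA EC100. Repeats: no replicates (n 1).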
# CHRM1 antagonist: antagonists of human M1 muscarinic receptor | CHO-K1 hM1, Fluo-8 calcium fluorescence, ACh EC80 antagonist | inhibition, % at 3 µM | hit rate 1.3% among 360,000;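 active = percent inhibition above its own plate's cutoff, namely the mean of that plate's compound wells plus 3 SD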;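 also: peak over basal fluorescence ratio during 140 s after agonist addition; 0% = ACh EC80 plus DMSO and 100% = DMSO alone without agonist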
# CHRM5 agonist: CHRM5 agonism in calcium assay | P08912 | CHO-K1 hM5 cells, Fluo-8 calcium fluorescence; 0% DMSO wells, 100% maximal acetylcholine response | activation, % at 3 µM | hit rate 0.19% among 360,000 | AID 624037;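 active = activation above the run's mean over test compounds plus 3 SD, cut at about 23% in these data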;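 also: signal is peak over basal fluorescence ratio across the kinetic read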
# An asterisk follows results filed as active; / = no result given; & = joins results of further samples. These rows are one share of the data; the hit share may differ from the screen's.
# The line under a structure holds: M5 PAM	CHRM4 antagonist	M5 antag	CHRM1 agonist	CHRM4 agonist	M1 PAM	TAAR1 agonist	CHRM1 antagonist	CHRM5 agonist
> CC(C(=O)NCc1ccccn1)c1ccc([N+](=O)[O-])cc1 (centres undefined)
  -4	2	-5	-10	1	9	0	1	1
> CCOc1ccc(OCCCCNC(C)(C)C)cc1
  -1	0	6	-12	1	14	2	-9	-2
> Cc1ccc(C(=O)Nc2cccc(C(F)(F)F)c2)cc1NC(=O)c1nccn1C
  -4&6	-8&-5	4&5	-5&-5	2&2	-6&-10	0&16	0&17	-1&-1
> Cc1cc(C)n(-c2ccc(C(=O)OCC(=O)Nc3cc(Cl)ccc3[N+](=O)[O-])cc2)n1
  2	-3	-4	-4	0	6	0	-3	1
> O=S(=O)(c1ccc(N2CCOCC2)c(Cl)c1)N1CCOCC1
  -5	-9	12	-4	1	5	1	-11	-3
> O=S(=O)(c1ccc(-c2cn3ccccc3n2)cc1)N1CCOCC1
  5	-7	-3	-5	2	-1	5	0	1
> CCCCOc1cccc(C2(C(=O)O)CCCC2)c1
  -1	0	4	-4	-1	5	7	-20	-3
> COc1cc(/C=N/NC(=O)c2ccc(NC(=O)C3CC3)cc2)ccc1OC(C)=O
  4	1	-1	0	0	8	1	-1	-3
> Cc1ccc(S(=O)(=O)NCCC(=O)N2CCC(C(N)=O)CC2)cc1C
  2	-24	-5	1	0	24*	3	-20	-2
> COC(=O)CC1SC(=O)NC1=Nc1ccc(OC)cc1 (centres undefined)
  -1	7	-3	5	0	4	8	-27	0
> CCOc1cc(C)c(S(=O)(=O)NC2CCCCC2)cc1C
  -10	-15	-4	-1	3	-2	14	-21	-6
> O=[N+]([O-])c1ccc(/C=C/C2=NN(c3ccccc3)C(c3ccco3)C2)o1 (centres undefined)
  -24	26	52*	66*	28	-15	22	60*	58*
> CC1CCc2cc(F)ccc2N1S(=O)(=O)c1ccc(Cl)nc1 (centres undefined)
  -5	-8	-2	-11	-2	-6	-3	5	-6
> Oc1ccc(/C=N/N2CCN(Cc3ccccc3)CC2)cc1
  -2	0	6	-1	1	4	6	-7	-2
> Cc1ccc(S(=O)(=O)N(C)c2ccc(C(=O)NC3CCCCC3)cc2)cc1
  1	-14	1	-4	2	5	0	-15	0
> C/C(=N\NC(=O)c1cccnc1)c1c(O)cc(C)oc1=O
  3	7	-3	-6	1	9	0	-9	-1
> O=C(Cc1c[nH]c2ccccc12)N1CCN(S(=O)(=O)c2cccc(Cl)c2Cl)CC1
  -16	4	20	-1	15	6	8	-9	2
> Cc1ccc2c(c1)N(Cc1ccc([N+](=O)[O-])cc1)C=NS2(=O)=O
  0	3	5	-2	1	6	2	-14	-3
> Cc1ccc(NC2C(=O)NC(=O)NC2=O)cc1
  -4	1	-2	3	1	8	3	0	8
> CN(C)C(=O)COC(=O)c1ccccc1Nc1ccc(SC(F)F)cc1
  1	-4	-4	-8	2	6	-1	-5	-2
> COc1ccc(C(C)=O)cc1COC(=O)c1ccc(C)c(S(=O)(=O)N2CCOCC2)c1
  -14	-21	6	-4	11	-3	4	6	0
> COc1ccc(CC(=O)NNC2=Nc3cccc4cccc2c34)cc1OC
  -6	-3	7	-2	1	7	1	-7	-1
> CCCOc1ccc(CN(CCC#N)C(=S)NC(=O)c2ccccc2)cc1
  -5	-1	3	-4	-1	-9	-1	19	-5
> CCOCCn1c(=NC(=O)CSCC(=O)N2CCOCC2)sc2cc(OC)ccc21
  -5	1	8	-2	2	-2	1	0	-1
> COc1ccc(Cl)cc1C(=O)NNC(=O)c1nc2nc(C)cc(C)n2n1
  2	-3	1	-1	-1	14	0	-19	-1
> O=C(c1ccccc1)N1CCN(C2CCCCCC2)CC1
  4	-2	-2	-6	1	5	6	-54	-5
> C=Cc1cccc(NC(=O)c2ccc(NC(=O)c3ccco3)cc2)c1
  -8	-2	8	-2	14	-4	12	6	0
> CCN(CC)S(=O)(=O)c1ccc(Cl)c(NC(=O)COc2ccc3c(C)cc(=O)oc3c2)c1
  1	13	0	-5	0	-1	4	3	2
> COc1ccc(-c2csc(NC(=O)COC(=O)c3ccco3)n2)cc1
  -4	1	-3	6	7	8	9	-2	13
> COC(=O)C1=CN(C2CCCCC2)C=C(C(=O)OC)C1c1ccc2c(c1)OCO2
  -2	-2	-3	-8	0	5	7	-7	-2
> CSCC[C@H](NC(=O)OC(C)(C)C)C(=O)NCC1CCC(C(=O)O)CC1 (some centres undefined)
  2	7	6	0	0	2	6	1	-3
> Cc1ccccc1NC(=O)C1CCN(C(=O)NC2CCCCC2)CC1
  2	-2	4	-1	-2	15	4	-13	-2
> Cc1ccc(CN2CCNC(=O)C2CC(=O)N(C)C2CCOCC2)cc1 (centres undefined)
  0	-19	-8	-2	3	9	3	-14	-4
> CCOc1cc(/C=N/NC(=O)CN2CCCCC2)ccc1O
  -1	-8	11	-3	0	4	3	-6	2
> O=C(NCCCn1ccnc1)C(=O)NCC1OCCN1S(=O)(=O)c1ccc(F)cc1 (centres undefined)
  -3	-15	1	-9	0	6	0	3	-1
> Nc1c(-c2ccccc2)cnn1-c1ccccc1
  -5	-7	7	-7	1	-1	0	2	-5
> O=C(CN1CCN(Cc2ccc(Cl)cc2)C1=O)NCc1cccs1
  0	6	8	-4	0	9	2	-13	-1
> CCN(CC(=O)Nc1ccc(OC)cc1)CC(=O)Nc1sc2c(c1C(=O)OC)CCCC2
  1	5	-1	-1	0	8	3	-14	0
> CCOC(=O)c1cc(C#N)c(N2CCOCC2)nc1-c1ccccc1
  -2	3	5	-9	1	5	10	-5	-1
> COc1ccc(N2CCN(CCOc3ccc4c(C)cc(=O)oc4c3)CC2)cc1
  -1	5	-1	-8	1	9	2	-9	-2

# An excerpt from above in order of their number in M1 PAM, low to high.
# The line under a structure holds: M5 PAM	CHRM4 antagonist	M5 antag	CHRM1 agonist	CHRM4 agonist	M1 PAM	TAAR1 agonist	CHRM1 antagonist	CHRM5 agonist
> COc1ccc(C(C)=O)cc1COC(=O)c1ccc(C)c(S(=O)(=O)N2CCOCC2)c1
  -14	-21	6	-4	11	-3	4	6	0
> COC(=O)CC1SC(=O)NC1=Nc1ccc(OC)cc1 (centres undefined)
  -1	7	-3	5	0	4	8	-27	0
> CCOC(=O)c1cc(C#N)c(N2CCOCC2)nc1-c1ccccc1
  -2	3	5	-9	1	5	10	-5	-1
> Cc1ccc2c(c1)N(Cc1ccc([N+](=O)[O-])cc1)C=NS2(=O)=O
  0	3	5	-2	1	6	2	-14	-3
> Cc1ccc(NC2C(=O)NC(=O)NC2=O)cc1
  -4	1	-2	3	1	8	3	0	8
> Cc1ccc(CN2CCNC(=O)C2CC(=O)N(C)C2CCOCC2)cc1 (centres undefined)
  0	-19	-8	-2	3	9	3	-14	-4
> Cc1ccc(S(=O)(=O)NCCC(=O)N2CCC(C(N)=O)CC2)cc1C
  2	-24	-5	1	0	24*	3	-20	-2

# Entries of single compounds as entered above. Values in the order: M5 PAM	CHRM4 antagonist	M5 antag	CHRM1 agonist	CHRM4 agonist	M1 PAM	TAAR1 agonist	CHRM1 antagonist	CHRM5 agonist
# Nc1c(-c2ccccc2)cnn1-c1ccccc1 as listed: -5	-7	7	-7	1	-1	0	2	-5
# O=C(NCCCn1ccnc1)C(=O)NCC1OCCN1S(=O)(=O)c1ccc(F)cc1 (centres undefined) as listed: -3	-15	1	-9	0	6	0	3	-1
# COc1ccc(CC(=O)NNC2=Nc3cccc4cccc2c34)cc1OC as listed: -6	-3	7	-2	1	7	1	-7	-1

# (cont.)
# The line under a structure holds: M5 PAM	CHRM4 antagonist	M5 antag	CHRM1 agonist	CHRM4 agonist	M1 PAM	TAAR1 agonist	CHRM1 antagonist	CHRM5 agonist
> CCOc1ccc2nc(N3CCC(C(=O)N4CCN(c5ccccn5)CC4)CC3)sc2c1
  -14	-2	12	-7	18	-26	/	21	1
> C#CCN(C[C@@H]1[C@@H](OC(=O)NCCCCCC)[C@@H](OC(=O)NCCCCCC)Cn2c(=O)ccc(=O)n21)S(=O)(=O)c1ccc(C)cc1
  0	14	-5	-8	-1	9	-1	-23	-2
> COc1ccc(Nc2nc3ccc(OC)cc3s2)cc1
  -12	9	11	-3	11	-3	0	6	-3
> CCOC(=O)C1CCCN(C(=O)Cn2ncc3c(=O)oc4ccc(C)cc4c32)C1 (centres undefined)
  0	-2	4	1	1	8	/	-6	0
> O=c1c(C(c2ccc(O)cc2)c2c(O)nc3n(c2=O)CCS3)c(O)nc2n1CCS2
  0	5	6	1	0	15	4	-9	4
> CCCC(C(=O)NCCC(C)C)N(Cc1ccccc1)C(=O)c1snc(C(N)=O)c1N (centres undefined)
  8	-1	-3	-6	4	7	-2	-14	8
> C#CC(CC)(CC)NC(=O)/C=C/C(=O)O
  1	13	6	-3	0	8	1	-10	-2
> COc1ccc(/C=C/C(=O)Oc2ccc(C)cc2)cc1
  8	0	-11	-4	-1	0	2	-7	2
> CC1CCc2cc(F)ccc2N1C(=O)c1cccs1 (centres undefined)
  5	-4	9	-7	0	10	7	-11	-4
> Cc1ccc(C2Nc3ccccc3-c3nc4ccccc4n32)o1 (centres undefined)
  -10	0	7	-3	9	-1	7	-5	3
> COc1ccc(OC)c(C2=Nn3c(nnc3-c3cc(OC)c(OC)c(OC)c3)SC2)c1
  -20	22	17	-6	4	-8	11	5	-4
> O=C1NC(Cc2c[nH]c3ccccc23)C(=O)N1CCOc1ccccc1 (centres undefined)
  4	3	-3	-4	3	-2	1	-12	-1
> COc1ccccc1Nc1nc(Cl)c(C=O)s1
  -15	7	19	-3	11	-2	5	23	-1
> CC(C)(CNC(=O)CC1C(=O)NCCN1Cc1cccc(F)c1F)N1CCOCC1 (centres undefined)
  -1	5	6	-2	1	3	3	1	-3
> COc1ccc(-c2noc(CCN3C(=O)c4ccccc4C3=O)n2)cc1OC
  -5	7	5	-2	6	3	8	3	1
> Cc1ccc(NC(=O)CCl)cc1S(=O)(=O)N1CCCCCC1
  3	8	4	-1	2	2	6	-1	0
> CCOc1ccccc1NC(=S)NCCCn1ccnc1
  4	-10	4	-3	3	8	1	0	3
> COc1ccccc1N1CCN(C2CCN(S(=O)(=O)c3ccc(C)cc3)CC2)CC1
  -1	2	-6	-8	-1	0	0	-5	-20
